# HGIII-sPLA2 inh – Inhibits HGIII-sPLA2 liposome hydrolysis, primary screen. QFRET BODIPY PC-A2 liposome hydrolysis, fluorescence. inhibition, % at 12.2 µM. 0.56% of 370,000 active. AID 743126;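 active = inhibition above mean plus 3 SD of compounds lying within the high and low control bounds, cut at about 19% in these data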;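 note: 0% = median of test compound wells and 100% = no enzyme DMSO wells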
# Target sequence (Q9NZ20 whole entry, looked up): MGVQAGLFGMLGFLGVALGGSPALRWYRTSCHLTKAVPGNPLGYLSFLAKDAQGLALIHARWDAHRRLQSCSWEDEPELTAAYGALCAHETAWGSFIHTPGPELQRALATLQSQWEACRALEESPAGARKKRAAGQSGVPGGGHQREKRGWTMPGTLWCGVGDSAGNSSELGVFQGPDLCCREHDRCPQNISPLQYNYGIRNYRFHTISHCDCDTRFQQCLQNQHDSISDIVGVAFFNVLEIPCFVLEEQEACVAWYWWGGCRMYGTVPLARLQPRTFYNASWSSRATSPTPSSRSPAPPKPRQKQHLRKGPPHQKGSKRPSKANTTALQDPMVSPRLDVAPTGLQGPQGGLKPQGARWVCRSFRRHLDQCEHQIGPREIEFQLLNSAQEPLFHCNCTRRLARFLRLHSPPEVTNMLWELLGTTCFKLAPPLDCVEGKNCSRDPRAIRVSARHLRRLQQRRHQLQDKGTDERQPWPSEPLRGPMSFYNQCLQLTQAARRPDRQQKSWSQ
# GC-B act – GC-B (human) receptor activation; 0.11% of 370,000 active; HEK293-GC-B cells, CNP EC30, cGMP TR-FRET; 0% at EC30 CNP, 100% saturating CNP; activation, % at 10 µM;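 active = activation at 10 µM reaching about 35% in either raw or pattern-adjusted values, limit read from the data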
# SMARCA2 activ – SMARCA2 function activation, primary screen | MG213 cells, MMTV-luciferase reporter, dexamethasone, overnight | 1% of 370,000 active | activation, % at 9.1 µM; in the data active = activation above about 7.8%;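 note: 0% = vehicle wells and 100% = reference activator wells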
# ssDAF12 agonist – S. stercoralis DAF-12 activation, primary screen. HEK293 ssDAF-12/GRIP1 lit1-tk-luc reporter, luminescence; % of 3 µM dafachronic acid response. 1% of 370,000 active. activation, % at 6.8 µM;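 active = activation above the mean over all tested compounds plus 3 SD, cut at about 0.9% in these data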;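 note: 0% = DMSO-only wells and 100% = 3 µM delta7-dafachronic acid wells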
# hgDAF12 agonist – activates the H. glycines DAF-12 receptor ligand-binding domain. HEK293 GAL4-hgDAF12 UAS-luciferase reporter, agonist luminescence; normalized to butyrate control. activation, % at 6.8 µM. 1.8% of 370,000 active. AID 687014;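 active = activation above a cutoff set at the mean of all screened compounds plus 3 SD, cut at about 10% in these data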;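 note: 0% = DMSO wells and 100% = sodium butyrate wells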
# proKLK7 act – activates the human kallikrein-7 zymogen | activation, % at 7 µM | purified proKLK7, EDANS-DABCYL substrate fluorescence; 100% is mature enzyme control, 0% vehicle | 0.9% of 370,000 active | P49862;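 active = activation above the mean of all tested compounds plus 3 SD, computed per campaign excluding outliers beyond control limits, cut at about 13% in these data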
# Target sequence (P49862 whole entry, looked up): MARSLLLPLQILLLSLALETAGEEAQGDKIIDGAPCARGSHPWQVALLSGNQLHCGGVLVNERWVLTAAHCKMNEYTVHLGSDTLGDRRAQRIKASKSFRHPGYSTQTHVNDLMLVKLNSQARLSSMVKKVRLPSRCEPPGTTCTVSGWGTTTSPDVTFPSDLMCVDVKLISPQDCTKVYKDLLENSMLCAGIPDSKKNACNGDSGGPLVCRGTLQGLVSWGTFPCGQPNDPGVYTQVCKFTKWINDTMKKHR
# DAX1 inh-1 – inhibits human nuclear receptor DAX1; P51843; HEK293 Gal4-DAX1 luciferase reporter, luminescence; inhibition, % at 6.75 µM; 0.99% of 340,000 active; AID 504766;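 active = inhibition above the mean over all tested compounds plus 3 SD, cut at about 4.2% in these data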;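 note: 0% = DAX1-transfected cells with DMSO and 100% = empty-vector control cells with DMSO; inhibition shows as a rise in luminescence from relieved DAX1 repression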
# Target sequence (P51843 207-470 limits assumed): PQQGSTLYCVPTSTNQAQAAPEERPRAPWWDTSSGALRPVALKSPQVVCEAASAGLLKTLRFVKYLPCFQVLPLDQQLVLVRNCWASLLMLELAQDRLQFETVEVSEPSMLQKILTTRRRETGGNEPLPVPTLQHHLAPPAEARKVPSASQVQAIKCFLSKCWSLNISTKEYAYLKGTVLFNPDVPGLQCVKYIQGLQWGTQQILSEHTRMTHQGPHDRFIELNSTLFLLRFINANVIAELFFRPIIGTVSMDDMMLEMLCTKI
# GAA850 FXN act – frataxin GAA850 promoter activation; HEK293 lucGAA850 FXN promoter luciferase reporter, 24 h; percent of 10 µM SAHA response; activation, % at 6 µM; 0.56% of 360,000 active;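 active = activation above the average of all compounds screened plus 3 SD, cutoff fixed separately per campaign, cut at about 7.5% in these data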;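 note: 0% = DMSO wells and 100% = 10 µM SAHA wells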
# GC-A act – GC-A (human) enzyme activation; P16066; HEK293 GC-A cells, cGMP TR-FRET, EC30 ANP; 0% at EC30 ANP, 100% saturating ANP; activation, % at 10 µM; 0.14% of 370,000 active; in the data active = activation above about 40%
# DAX1 inh-2 – blocks DAX1 repression of SF-1 activated StAR promoter. 1.1% of 370,000 active. inhibition, % at 6.8 µM. AID 652010. HEK293T StAR-luciferase reporter, SF-1/DAX-1 repression relief;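 active = inhibition above the mean over all tested compounds plus 3 SD, cut at about 3.6% in these data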;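 note: 0% = DAX-1 cells with DMSO and 100% = cells lacking DAX-1 with DMSO; higher inhibition means more luminescence from relief of DAX-1 repression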
# hcDAF12 agonist – activates DAF-12 receptor from parasite H. contortus; HEK293 hcDAF-12 lit1-tk-luc reporter, luminescence; 0% DMSO, 100% Δ7-dafachronic acid; activation, % at 6.8 µM; 1.4% of 370,000 active; AID 652067;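 active = activation above the mean of all tested compounds plus 3 SD, cut at about 5.5% in these data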;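 note: 100% = response to 3 µM Δ7-dafachronic acid high control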
# * marks the source's active call; other numbers are inactive results; / = no result given.
SMILES,HGIII-sPLA2 inh,GC-B act,SMARCA2 activ,ssDAF12 agonist,hgDAF12 agonist,proKLK7 act,DAX1 inh-1,GAA850 FXN act,GC-A act,DAX1 inh-2,hcDAF12 agonist
CCOC(=O)c1cnc(-c2ccccc2)nc1Oc1cccc(Cl)c1,8.3,-1.4,-0.1,-1.6,-1.9,-0.2,-1.4,0.6,-2.8,-0.2,-0.3
CCN(CC)C(=O)c1[nH]cnc1C(=O)Nc1ccccc1,9.3,5.1,0.3,-0.7,3.6,0.6,-0.6,-1.5,1.1,-0.5,-1.3
O=C(COC(=O)c1ccc(S(=O)(=O)N2CCOCC2)cc1)NC1CCCCCC1,7.6,-1.0,-2.3,-1.7,-2.0,-0.4,0.1,1.9,2.3,1.2,0.0
CCOc1ccc(/C=N/N2CCN(Cc3ccccc3)CC2)cc1,-0.2,0.5,-0.8,-1.6,1.6,-0.1,-0.1,0.2,-2.7,-0.3,-1.5
Cc1cc(=O)oc2cc(OCC(=O)OCC(=O)Nc3ccccc3Br)ccc12,14.2,-3.9,-5.7,-1.0,-1.3,-0.7,1.6,-0.5,2.0,0.2,1.2
CC(C)c1onc(C(=O)NCCc2ccccc2)c1[N+](=O)[O-],3.5,1.2,3.1,-0.7,8.9,0.2,0.6,0.8,5.7,-0.1,1.4
Cc1ccc(Nc2cc(=O)[nH]c(=O)[nH]2)cc1C,1.4,2.6,-0.3,-0.9,0.4,-0.8,1.0,-0.4,-1.6,0.2,1.1
O=C(CSc1ccccn1)N1CCN(C(=O)CSc2ccccn2)CC1,3.1,1.5,1.0,-0.3,1.8,-0.1,0.1,-0.8,1.6,0.4,-0.6
O=[N+]([O-])c1cccc(C2NCC(c3ccccc3Cl)c3c2[nH]c2ccccc32)c1 (stereo not given),-2.8,-7.6,-2.1,-0.5,1.9,0.3,-0.7,1.6,21.6,-0.5,1.0
CCc1cccc(NC(=O)CC2SC(N3CCCC3)=NC2=O)c1 (stereo not given),4.2,-2.7,-2.0,-0.9,-3.4,-0.5,0.3,0.3,-2.7,-0.3,-1.6
Clc1cccc(Cl)c1CNC1CCCC1,6.6,2.0,-1.8,-0.8,1.0,0.9,1.5,-0.5,7.0,-0.6,-0.9
COc1ccc(OC)c(NC(=O)Cn2cc(C#N)c3cc(Br)ccc32)c1,-8.3,-14.8,-3.4,-1.0,-1.1,0.2,-0.2,-1.6,-30.1,-0.3,-0.2
Cc1cc2c(c(C)c1Br)C(c1ccc3c(c1)OCO3)CC(=O)O2 (stereo not given),-14.6,2.8,0.4,-1.0,-3.1,0.0,0.8,-1.0,-2.5,0.5,-1.1
Cc1cc(C)c2cc(C#N)c(NCCCN)nc2c1,-2.1,-0.6,-3.2,-0.7,1.0,3.8,/,/,-0.7,-0.2,0.6
COc1cc(/C=C/C(=O)OCC(=O)NCc2ccco2)ccc1OC(F)F,-4.7,-3.0,0.0,-1.7,0.4,-0.5,-0.3,2.3,3.5,-0.6,-0.1
Cc1ccccc1-c1ocnc1C(=O)Nc1ccccc1NC(=O)c1ccccn1,-4.1,-2.3,-2.8,-0.8,0.0,0.1,1.0,-0.9,0.9,-0.1,-1.6
COc1cc([N+](=O)[O-])ccc1NC(=S)N1CCN(c2ccccn2)CC1,5.0,-5.2,-1.8,-1.4,1.9,0.6,-1.5,4.0,-3.1,0.0,-0.3
COc1ccc(-n2c(SCC(N)=O)nc3sc4c(c3c2=O)CCN(C)C4)cc1,-5.0,-0.9,0.8,-1.2,-1.1,-17.4,1.6,-4.0,5.8,-0.2,-1.4
CCN(C(=O)COC(=O)c1ccc(Cl)nc1)C1CCS(=O)(=O)C1 (stereo not given),0.8,1.9,1.7,-1.2,0.5,0.6,1.9,0.4,6.5,0.6,-0.3
S=C(NCc1ccccc1)N1CCN(c2ccccc2)CC1,1.3,0.8,-0.5,-1.0,-0.1,0.4,1.9,1.6,-1.0,0.2,-0.5

# Gathered by group, the compounds so far containing a nitro group on carbon (three)
SMILES,HGIII-sPLA2 inh,GC-B act,SMARCA2 activ,ssDAF12 agonist,hgDAF12 agonist,proKLK7 act,DAX1 inh-1,GAA850 FXN act,GC-A act,DAX1 inh-2,hcDAF12 agonist
CC(C)c1onc(C(=O)NCCc2ccccc2)c1[N+](=O)[O-],3.5,1.2,3.1,-0.7,8.9,0.2,0.6,0.8,5.7,-0.1,1.4
O=[N+]([O-])c1cccc(C2NCC(c3ccccc3Cl)c3c2[nH]c2ccccc32)c1 (stereo not given),-2.8,-7.6,-2.1,-0.5,1.9,0.3,-0.7,1.6,21.6,-0.5,1.0
COc1cc([N+](=O)[O-])ccc1NC(=S)N1CCN(c2ccccn2)CC1,5.0,-5.2,-1.8,-1.4,1.9,0.6,-1.5,4.0,-3.1,0.0,-0.3

# The list continues.
SMILES,HGIII-sPLA2 inh,GC-B act,SMARCA2 activ,ssDAF12 agonist,hgDAF12 agonist,proKLK7 act,DAX1 inh-1,GAA850 FXN act,GC-A act,DAX1 inh-2,hcDAF12 agonist
CN1C(=O)c2ccc(S(=O)(=O)c3ccc(C(=O)O)cc3)cc2C1=O,-1.7,2.7,-1.1,-0.7,-2.1,-0.4,0.5,1.6,1.5,0.2,-1.4
CC(C)CC(NC(=O)c1ccccc1)C(=O)OCC(=O)Nc1ccc(S(N)(=O)=O)cc1 (stereo not given),-20.0,-4.3,-1.4,-2.4,2.1,0.4,4.5*,0.2,-1.4,-0.1,-1.5
CCc1c(C#N)sc(C(N)=O)c1CC,-2.3,24.6,-0.9,-2.0,7.4,0.3,-1.0,-1.2,16.0,-0.5,0.1
CN(C)C(CNc1ccc(C(N)=O)cc1[N+](=O)[O-])c1ccccc1 (stereo not given),-2.2,3.5,-0.3,0.3,-0.5,0.5,0.1,3.8,-4.9,0.2,2.9
O=C(NCc1ccncc1)C(=O)NCC1OCCCN1S(=O)(=O)c1cc(F)ccc1F (stereo not given),0.3,4.6,-0.4,-1.0,0.8,0.7,-0.4,0.0,2.3,0.5,1.1
Cc1onc(-c2ccccc2)c1C(=O)N1CCC(CO)(Cc2ccccc2)CC1,-6.3,2.1,-1.8,-1.0,-1.7,0.4,0.5,0.9,-0.1,0.2,0.6
CCN(CC)c1ccc(-n2cc3c(=O)n(C)c(=O)n(C)c3c2)cc1,7.1,1.5,2.6,-1.6,0.3,-6.0,-0.8,3.8,12.7,0.1,-1.8
CC1(C)CC(NC(=O)C2CCCCC2)CC(C)(C)N1,19.1,5.9,-3.1,-0.2,0.5,-0.2,0.9,1.5,1.9,0.1,-0.6
Cc1ccccc1NC(=O)C1Cc2ccccc2C(=O)O1 (stereo not given),2.2,8.3,-0.3,-0.7,0.9,-0.6,-0.7,0.7,-0.7,0.7,-1.6
Cc1nc(SCC(=O)NCCc2ccccc2)n[nH]1,1.8,-2.8,0.5,-0.9,-0.8,0.4,0.0,0.3,1.7,-0.4,-1.0
O=C(/C=C/c1ccc(Br)cc1)NC(=S)N1CCOCC1,3.5,1.0,0.9,-1.0,1.6,-0.1,0.3,-0.3,3.0,0.5,3.7
Cc1ccc(C(=O)N2CCN(c3ccc(NC(=O)c4cc(C)cc(C)c4)cc3)CC2)cc1,-3.5,3.3,0.9,-1.2,0.6,-0.1,-0.2,-2.7,5.0,-0.7,-1.8
COc1ccc(NC(=O)CCC(=O)OCc2ccc(Br)cc2)cc1,-6.0,1.6,-1.4,-1.0,1.8,0.4,-0.5,2.0,3.2,-0.1,0.5
CC(C)=CCC/C(C)=C/CC/C(C)=N/O,7.4,-3.4,-2.0,-0.4,-1.8,-0.1,1.0,-1.3,8.0,0.4,-1.1
CCc1ccccc1NC(=O)C1C(c2ccccc2)C1(Cl)Cl (stereo not given),-2.5,-1.4,-1.3,-1.4,0.2,0.1,-0.2,0.8,3.4,0.2,-1.0
O=C(Nc1ccc(Cl)c(Cl)c1)O/N=C/c1ccncc1,17.3,4.1,-1.9,-1.3,-0.5,0.0,-0.6,0.8,-2.2,-0.3,0.2
C[C@@H]1CCCCO[C@H](CN(C)C(=O)c2ccncc2)[C@H](C)CN([C@@H](C)CO)C(=O)c2cc(NC(=O)c3ccccc3)ccc2O1,-0.8,2.8,-3.4,-0.7,1.8,0.1,2.0,-1.5,-2.1,0.6,-1.4
COc1ccccc1COCC(O)CN(Cc1ccco1)Cc1ccccc1O (stereo not given),-11.0,-3.0,-1.3,-1.8,-3.1,0.8,1.5,-1.0,-8.9,-0.8,-1.8
CN1CCN(c2ccc(Cl)cc2NC(=O)c2ccc([N+](=O)[O-])cc2)CC1,8.4,-3.0,-2.9,-1.3,7.5,0.3,0.1,2.4,-4.5,0.0,0.2
Cc1cc2oc(=O)cc(CN3CCC(C)CC3)c2cc1C,-4.7,5.8,0.9,-1.1,-0.2,-0.9,-0.5,4.2,6.1,0.1,0.0
COC(=O)c1c(C)nc2ccccc2c1C(=O)O,1.8,-3.1,2.4,-0.4,1.7,0.3,0.7,1.5,2.9,-0.4,0.6
Cc1ccc(CN2CCN(Cc3ccc(OCCO)cc3)CC2CCO)o1 (stereo not given),-0.5,-2.5,-0.5,-1.6,-2.6,-0.3,-0.2,-1.9,0.0,0.5,0.1
OCCn1c(Cl)nc2ccccc21,8.1,7.2,5.2,-0.6,0.1,0.1,0.3,-1.1,0.6,-0.1,0.0
Cc1cccc2nc(-c3ccccc3)c(-c3ccc(CN4CCC(c5nc6ccccc6[nH]5)CC4)cc3)nc12,-7.6,4.1,2.2,-1.0,2.5,-5.4,/,/,-3.3,0.3,-2.9
O/N=C(\CN1CCCCC1)c1ccccc1,-1.3,-3.8,-1.8,-0.1,2.6,0.4,0.2,0.7,4.4,0.3,0.5
CC(C)(C)C(=O)CSc1nc2c(c(-c3cccs3)c1C#N)CCC2,-3.4,-2.6,-1.9,-1.5,-3.3,-0.4,-1.6,2.9,0.4,-0.6,-2.1
CN(C)S(=O)(=O)c1ccc(NC(=O)C2CC(=O)N(Cc3ccccc3)C2)cc1 (stereo not given),-6.2,3.7,-2.9,-1.0,-2.2,0.2,0.5,0.3,-4.8,-0.3,-1.8
O=C(Cn1[nH]c(=O)c2ccccc2c1=O)N1CC=C(c2ccccc2)CC1,-0.4,-0.9,-4.0,-1.4,-2.4,-0.4,1.0,1.4,2.2,-0.1,-0.6
Cc1cccc(N(C(=O)CCC(=O)Nc2ccccn2)C(C(=O)NC(C)C)c2ccc(O)cc2)c1 (stereo not given),-8.9,-0.7,-0.3,-1.9,-1.4,0.5,-0.3,-1.8,0.2,-0.6,-1.8
O=C(CCCc1ccccc1)N=C1SC2CS(=O)(=O)CC2N1c1ccccc1F (stereo not given),-2.4,0.7,-3.6,-1.2,-0.3,-0.3,1.2,3.0,-1.4,1.8,-0.9
CCOC(=O)c1ccc2[nH]c3c(c2c1)CCCC3O (stereo not given),-9.1,6.0,-0.1,-1.6,3.0,-0.3,-0.5,2.7,1.4,0.2,0.1
O=C(OC12CCCN(C1)/C(=C/c1ccncc1)C2)c1ccco1 (stereo not given),9.2,-7.2,-0.2,-1.0,-2.8,-0.1,/,/,-4.7,-1.1,-4.3
CCc1ccc2c(c1)NC(=O)C2(C)Cc1cccc(F)c1 (stereo not given),-1.6,-2.8,-2.7,-1.2,0.6,1.0,/,-0.6,-7.0,0.5,-1.3
O=C(COc1cccc2cccnc12)NCC(F)(F)F,4.3,-2.2,-0.9,-0.8,1.9,0.1,0.9,-0.5,1.6,0.1,0.9

# Compound activity: PubChem BioAssay, several laboratories
